Phagocytosis inh = blocks phagocytosis by macrophages; AID 1029; J774A.1 macrophage IgG-bead phagocytosis, imaging; 110,000 tested, 0.07% active; inhibition, % at 5 µM;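 active = inhibition above the mean of the plate negative controls plus 5 SD, cut at about 13% in these data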;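 note: phagocytic index as fraction of beads internalized from green versus red external bead signal; plate controls were DMSO negative control for no effect and cytochalasin-D positive control for full effect; some results beyond the cut were filed as inactive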
PTEN del growth = growth suppressors of cells with PTEN tumor suppressor deletion; 140,000 tested, 1.2% active; HCT116 PTEN-null viability, CellTiter-Glo, 60 h; hits give low values; viability, % at 10 µM; AID 827;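 active = viability at or below a set limit, 4 SD under the median of all tested compounds, cut at about 3.7% in these data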;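 note: PTEN knockout HCT116 line with beta catenin targeted HCT116 as companion control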
NPY Y2 blocker = antagonists of human neuropeptide Y receptor Y2; 140,000 tested, 0.99% active; AID 793; NPY-Y2 expressing cells, antagonist mode; inhibition, % at 2.7 µM; in the data active = inhibition above about 17%;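 note: 0% = vehicle with agonist challenge and 100% = reference antagonist with challenge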
Target sequence (P49146 whole entry, looked up): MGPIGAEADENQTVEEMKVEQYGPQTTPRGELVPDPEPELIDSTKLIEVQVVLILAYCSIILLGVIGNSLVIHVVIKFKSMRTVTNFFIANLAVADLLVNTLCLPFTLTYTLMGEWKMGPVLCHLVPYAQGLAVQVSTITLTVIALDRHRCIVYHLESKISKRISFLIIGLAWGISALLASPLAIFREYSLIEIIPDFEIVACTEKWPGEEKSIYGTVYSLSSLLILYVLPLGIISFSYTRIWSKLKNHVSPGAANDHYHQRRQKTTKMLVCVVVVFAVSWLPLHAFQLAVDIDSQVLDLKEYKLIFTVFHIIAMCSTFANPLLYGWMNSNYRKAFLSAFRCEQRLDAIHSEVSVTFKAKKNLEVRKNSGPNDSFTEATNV
E-sel TNF inh = TNF alpha driven E-selectin expression inhibition. AID 1246. inhibition, % at 2 µM. HUVEC TNFa-induced E-selectin immunofluorescence, high content. 120,000 tested, 0.71% active;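 active = inhibition above the batch mean plus 3 SD, and confirmed as a hit on visual image review, cut at about 43% in these data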;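 note: 0% = TNF-stimulated DMSO wells and 100% = unstimulated control wells; not every result past the cut was called active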
bCat KO growth = beta-catenin-lacking colon tumor cell growth suppression; 140,000 tested, 1.5% active; AID 818; HCT116 beta-catenin knockout viability, CellTiter-Glo, 60 h; hits give low values; viability, % at 10 µM;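 active = viability at or under a set limit, the compound median less 4 SD, cut at about 6% in these data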;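 note: 0% = Hyamine 1622 control at 20 µM and 100% = untreated cell control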
Yeast growth inh = yeast BB579 growth reduction in restrictive medium; 140,000 tested, 0.51% active; inhibition, % at 10 µM; S. cerevisiae BB579 growth, OD615, 48 h;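 active = inhibition above a set limit, 3 SD over the mean compound inhibition, cut at about 44% in these data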; note: inactives centre near -24
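Assay system – yeast BB579 (DeaD) · Dosing – single compound dose of 10 µM, 0.25% DMSO final · Detection – OD615 turbidity measurement · Buffer or medium – CSMM-D restrictive synthetic medium containing dextrose (glucose) · Benchmarks – positive control amphotericin B 10 µg/mL · Incubation – 48 h exposure, 30 °C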
Measles CPE = protection of cells from measles virus. 140,000 tested, 1.5% active. AID 841. protection (pct of control), % at 4 µM. Measles virus-infected cells, CPE protection, absorbance; in the data active = protection mostly above about 24%, no sharp cut-off; inactive = mostly below about 26%; note: some compounds called inactive have numbers as strong as hits
MRP1 act = activates MRP-1 | H69AR cells + doxorubicin, viability rescue, CellTiter-Glo | 140,000 tested, 0.61% active | viability increase, % at 10 µM | AID 799;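 active = viability gain under doxorubicin at or above a set limit, the compound median plus 3 SD, cut at about 4.7% in these data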;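 note: MRP-1 overexpressing cells given doxorubicin 25 µM after compound pretreatment; 18-22 h compound pretreatment then 72 h with doxorubicin before readout; 0% = doxorubicin-only wells and 100% = vehicle-treated cells without doxorubicin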
Yeast life ext = extends the lifespan of yeast; S. cerevisiae growth with nicotinamide, OD615; deaD strain in restrictive glucose medium; inhibition of the nicotinamide effect, % at 10 µM; 130,000 tested, 0.68% active;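 active = inhibition above a set limit, placed 3 SD over the median of all compounds, cut at about 26% in these data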;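 note: 0% = nicotinamide-treated wells and 100% = cells grown without nicotinamide; some compounds called inactive have numbers as strong as hits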
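Material: Modified budding yeast, DeaD strain | Medium: Restrictive glucose medium | Probe or stimulus: 1.5 mM nicotinamide | Dosing: Single dose 10 µM compound, 0.25% DMSO | Times: 48 h at 30 °C | Technique: OD615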
GALR2 blocker = antagonists of human galanin receptor 2 (GALR2) | inhibition, % at 4 µM | 140,000 tested, 0.39% active | GALR2-expressing cells, antagonist mode | O43603; in the data active = inhibition above about 27%;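 note: cells stimulated with galanin 1-16 at roughly its EC80; 0% = agonist challenge control and 100% = basal control without agonist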
Target sequence (O43603 whole entry, looked up): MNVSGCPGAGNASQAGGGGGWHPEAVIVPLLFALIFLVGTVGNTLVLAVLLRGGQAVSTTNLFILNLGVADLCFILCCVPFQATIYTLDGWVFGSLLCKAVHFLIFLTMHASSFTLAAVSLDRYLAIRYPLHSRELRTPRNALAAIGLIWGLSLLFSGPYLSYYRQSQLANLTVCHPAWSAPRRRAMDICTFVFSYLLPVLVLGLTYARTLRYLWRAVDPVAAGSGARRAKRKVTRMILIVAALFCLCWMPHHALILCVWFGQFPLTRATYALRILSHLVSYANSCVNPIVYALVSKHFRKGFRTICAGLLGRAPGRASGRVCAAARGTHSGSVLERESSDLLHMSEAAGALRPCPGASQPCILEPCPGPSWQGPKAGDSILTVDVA
An asterisk follows results filed as active; . = not tested or not shown; & = joins results of further samples.

1) CCOc1cc(C=O)c(Br)cc1OC1CCCC1
2) O=C(c1ccco1)N1CCN(c2nc3ccccc3c(=O)n2-c2ccccc2)CC1
3) O=C(OCCN1C(=O)c2ccccc2C1=O)c1ccc(S(=O)(=O)N2CCCCCC2)cc1
4) CCN(CC)C1CCCCC1NS(=O)(=O)c1ccc(Cl)cc1 (centres undefined)
5) Cc1cccc2cc(C#N)c(N3CCN(C)CC3)nc12
6) Cc1nc2sccn2c1-c1nc(-c2cc3ccccc3o2)cs1

compound no.,1,2,3,4,5,6
Phagocytosis inh,.,.,.,0,0,0
PTEN del growth,86,81,94,102,84,72
NPY Y2 blocker,5,3,0,2,9,7
E-sel TNF inh,-2,.,9,.,.,16
bCat KO growth,94,85,89,93,85,74
Yeast growth inh,-46,1,-28,9,-34,-36
Measles CPE,9,12,13,10,8,31
MRP1 act,-2.7,-3.3,-0.5,-0.6,-4.0,-0.8
Yeast life ext,-6,-3,-14,-15,-22,-9
GALR2 blocker,-6,0,-7,0,9,1

7) Fc1ccc(/C=C2\CCCC3=C2Nc2ncnn2C3c2ccc(F)cc2)cc1 (centres undefined)
8) O=C(Nc1ccccc1F)C1(c2ccccc2)CC1(Cl)Cl (centres undefined)
9) CCNc1ccc(C(=O)OCC(=O)NCc2ccc(C)cc2)cc1[N+](=O)[O-]
10) Cn1c(SCC(=O)NC2CC2)nnc1C(F)(F)F
11) C/C(=N\Nc1ccc(Cl)cc1)c1ccccn1
12) Cn1c(N2CCN(c3ccccn3)CC2)nc2c1c(=O)n(Cc1ccc(Cl)cc1)c(=O)n2C

compound no.,7,8,9,10,11,12
Phagocytosis inh,-1,3,-9,0,0,1
PTEN del growth,1.8*,79,89,99,99,65
NPY Y2 blocker,0,8,4,2,0,6
E-sel TNF inh,26,9,.,13,13,-43
bCat KO growth,2.0*,83,87,91,88,74
Yeast growth inh,-28,-23,-55,-35,92*,-37
Measles CPE,3,1,5,8,6,17
MRP1 act,-5.4,-1.6,-0.3,-0.5,-2.0,-4.5
Yeast life ext,-3,6,-2,-10,-17,0
GALR2 blocker,8,-1,-1,12,21,6

13) CC(=O)N1CCN(C(=O)Nc2cccc(C(F)(F)F)c2)CC1
14) O=C(c1ccc(Br)o1)N(c1ccc(Br)cc1)C1C=CS(=O)(=O)C1 (centres undefined)
15) COc1ccc(S(=O)(=O)Nc2ccc(F)cc2)cc1N(C)S(=O)(=O)c1ccc(Cl)cc1
16) Cc1cc(C)n(-c2nc(N(C)C)nc(N3CCOCC3)n2)n1
17) O=C(Cc1cccs1)Nc1nnc(-c2ccncc2)s1
18) Cc1nc2ccccc2cc1OCc1ccc(Cl)cc1

compound no.,13,14,15,16,17,18
Phagocytosis inh,-1,0,.,0,-4,-1
PTEN del growth,100,99,44,87,94,21
NPY Y2 blocker,2,0,2,3,1,19*
E-sel TNF inh,-17,-44,-38,-7,-21,.
bCat KO growth,103,82,59,91,102,8
Yeast growth inh,8,-30,-29,-22,-35,-28
Measles CPE,6,28,4,9,6,1
MRP1 act,-2.3,-0.8,2.1,-2.2,-3.2,4.3
Yeast life ext,-5,-10,-12,-2,-25,-13
GALR2 blocker,2,4,-13,-9,1,20

19) Cc1ccc(NC(=O)Nc2nnc(CSCCOc3ccc(Cl)cc3)s2)cc1
20) Cc1ccc(-c2n[nH]c(=O)c3ccccc23)cc1S(=O)(=O)NCCO
21) O=C(ONC1=NCCCCC1)c1ccc(Cl)cc1
22) O=C(Nc1nc(-c2cccs2)cs1)c1cccc(S(=O)(=O)N2CCCCC2)c1
23) O=C(Nc1ccc(NC(=O)c2cccs2)cc1)c1ccc(Br)o1
24) CCN(CC)c1nc(N2CCOCC2)c(C#N)c2c1CN(C)CC2

compound no.,19,20,21,22,23,24
Phagocytosis inh,-5,-2,.,-1,4,0
PTEN del growth,98,91,108,47,82,103
NPY Y2 blocker,2,2,-2,4,-2,5
E-sel TNF inh,.,14,-5,0,.,.
bCat KO growth,81,91,99,50,89,88
Yeast growth inh,-15,3,98*,-34,-33,-47
Measles CPE,14,35,3,32*,7,5
MRP1 act,-2.0,-1.0,-1.2,-1.8,-3.5,-2.1
Yeast life ext,8,-7,-20,-11,0,12
GALR2 blocker,9,-12,-3,7,13,-7

25) COc1cc(/C=C(/NC(=O)c2ccccc2)C(=O)N2CCN(C)CC2)c([N+](=O)[O-])cc1OC
26) Cc1ccc2[nH]c3c(=O)n(CCc4cnc[nH]4)cnc3c2c1
27) CCCSc1ccc(-c2nn(-c3ccccc3)cc2/C=C(/C#N)C(=O)NCCCOC)cc1
28) CC(=O)c1cccc(S(=O)(=O)N2CCCC(c3nc(-c4ccc(C)o4)no3)C2)c1 (centres undefined)
29) COc1ccc2[nH]cc(S(=O)(=O)c3ccc(F)cc3)c(=O)c2c1
30) O=C(CCC(=O)NC1CCN(Cc2ccccc2)CC1)NCc1ccco1

compound no.,25,26,27,28,29,30
Phagocytosis inh,-4,.,.,-1,0,-1
PTEN del growth,88,93,85,88&83,91,98
NPY Y2 blocker,3,-1,2,-1,4,-1
E-sel TNF inh,.,-29,.,4,20,-34
bCat KO growth,99,81,74,89,89,99
Yeast growth inh,-27,-26,-15,-51,-26,-16
Measles CPE,9,4,27,15,5,3
MRP1 act,-1.9,-3.7,-1.7,-0.2,0.9,-2.6
Yeast life ext,-4,-1,5,-5,-5,0
GALR2 blocker,2,4,13,-9,-8,3

From no. 29 up to 30, as listed above:
29) COc1ccc2[nH]cc(S(=O)(=O)c3ccc(F)cc3)c(=O)c2c1
30) O=C(CCC(=O)NC1CCN(Cc2ccccc2)CC1)NCc1ccco1

compound no.,29,30
Phagocytosis inh,0,-1
PTEN del growth,91,98
NPY Y2 blocker,4,-1
E-sel TNF inh,20,-34
bCat KO growth,89,99
Yeast growth inh,-26,-16
Measles CPE,5,3
MRP1 act,0.9,-2.6
Yeast life ext,-5,0
GALR2 blocker,-8,3

Next section:
31) O=c1c(C(c2ccc(O)cc2)c2c(O)nc3n(c2=O)CCCS3)c(O)nc2n1CCCS2
32) Cc1ccc(O)c(NC(=O)CCC2CCCCC2)c1
33) Cc1c(C(=O)N2CCN(Cc3ccc4c(c3)OCO4)CC2)cccc1[N+](=O)[O-]
34) N#Cc1cc2c(nc1SCC(=O)NCc1ccc3c(c1)OCO3)CCCCC2
35) CCC(c1nnnn1CC1CCCO1)N(CCN1CCOCC1)Cc1cc2cc(C)ccc2[nH]c1=O (centres undefined)
36) O=C(Nc1cccc(O)c1)C(Cc1ccccc1)N1C(=O)c2cccc3cccc(c23)C1=O (centres undefined)

compound no.,31,32,33,34,35,36
Phagocytosis inh,0,.,-6,0,.,-10
PTEN del growth,104,87,88,90,69,70
NPY Y2 blocker,3,0,2,9,3,5
E-sel TNF inh,13,25,7,-23,9,.
bCat KO growth,91,98,82,92,78,79
Yeast growth inh,-11,-47,-38,-55,-41,-37
Measles CPE,.,6,3,.,11,10
MRP1 act,-1.0,0.1,-0.8,0.3,-1.7,-3.3
Yeast life ext,-10,-7,8,-5,-10,-4
GALR2 blocker,3,-1,0,-2,-1,-2

Whole records from above. Screens in order: Phagocytosis inh, PTEN del growth, NPY Y2 blocker, E-sel TNF inh, bCat KO growth, Yeast growth inh, Measles CPE, MRP1 act, Yeast life ext, GALR2 blocker
Cc1c(C(=O)N2CCN(Cc3ccc4c(c3)OCO4)CC2)cccc1[N+](=O)[O-] across the screens: -6, 88, 2, 7, 82, -38, 3, -0.8, 8, 0
Cc1ccc(O)c(NC(=O)CCC2CCCCC2)c1 across the screens: ., 87, 0, 25, 98, -47, 6, 0.1, -7, -1

(listing goes on)
37) COC(=O)c1sccc1NC(=O)COc1ccc(Cl)cc1Cl
38) O=c1oc2ccccc2cc1-c1nc2c(s1)CCCC2
39) CNS(=O)(=O)c1cnccc1N1CCN(c2cccc(Cl)c2)CC1
40) CCC(C)(C)NC(=O)/C=C/c1cccs1
41) Cc1cccc(-n2c(-c3csc(C)c3)n[nH]c2=S)c1
42) Cc1[nH]c2ccc(S(N)(=O)=O)cc2c1C

compound no.,37,38,39,40,41,42
Phagocytosis inh,-5,-1,0,-7,-1,0
PTEN del growth,80,71,87,93,100,102
NPY Y2 blocker,3,2,1,3,4,3
E-sel TNF inh,.,.,19,-20,23,-2
bCat KO growth,77,67,91,87,102,97
Yeast growth inh,-30,-9,-36,-28,-5,-39
Measles CPE,2,0,12,8,19,12
MRP1 act,-0.8,-1.0,-3.0,-2.2,-3.3,-2.4
Yeast life ext,-4,-10,-4,-7,-3,-2
GALR2 blocker,4,17,5,-9,-24,1

43) CCOc1ccc(C(=O)NCC(=O)OCC(=O)c2ccc3c(c2)-c2ccccc2C3)cc1
44) CC1CCc2cccc3c2N1c1cc(C#N)c(C#N)cc1O3 (centres undefined)
45) COc1ccccc1CNC(=O)C1CCCN(S(=O)(=O)c2cccc3cccnc23)C1 (centres undefined)
46) CCOC(=O)Nc1ccc2c(c1)N(C(=O)OCCN(C)C)c1ccccc1CC2
47) O=C(Nc1ccc(Cl)c(-c2nc3ccccc3[nH]2)c1)c1cccnc1
48) CCOc1ccc(N(CC(=O)OC)S(=O)(=O)c2ccc3c(c2)n(C)c(=O)c(=O)n3C)cc1
49) O=C(NCCCn1ccnc1)c1ccc(Cl)c(S(=O)(=O)N2CCOCC2)c1
50) Cc1ccc(CN2CCC(c3nc4ccc(Cl)cc4[nH]3)CC2)cc1

compound no.,43,44,45,46,47,48,49,50
Phagocytosis inh,-6,.,-1,-1,1,.,0,.
PTEN del growth,101,65,98,82,73,98,94,17
NPY Y2 blocker,1,4,2,2,4,0,1,1
E-sel TNF inh,-10,.,.,.,-21,13,.,.
bCat KO growth,94,74,86,85,70,96,90,18
Yeast growth inh,-12,-15,-21,22,-19,-2,18,10
Measles CPE,37,0,23,5,1,9,1,8
MRP1 act,2.1,1.0,-1.3,-2.9,-3.9,1.5,-1.1,-5.1
Yeast life ext,-5,-23,0,-5,-5,-7,-3,0
GALR2 blocker,-9,6,3,11,8,10,-8,5
